# TbHK1 inh – blocks Trypanosoma brucei hexokinase 1 activity. recombinant TbHK1, G6PDH-coupled NADH A340. inhibition, % at 10 µM. hit rate 0.11% among 220,000. AID 1430;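 active means inhibition of 50% or more in the single-dose primary screen; inactive means inhibition below 50%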
# p97 ATPase inh – inhibitors of human p97 ATPase. P55072. recombinant p97 ATPase, Kinase-Glo ATP luminescence, 3 h. AID 1481. hit rate 0.42% among 220,000. inhibition, % at 8 µM; in the data active means inhibition above about 15%;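 further: 0% = DMSO vehicle and 100% = wells lacking enzyme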
# PGE2 EP2 inh – blocks the human prostaglandin E2 receptor EP2. P43116. C6 glioma cells expressing human EP2, cAMP TR-FRET; cells stimulated with saturating PGE2. inhibition, % at 25 µM. hit rate 0.52% among 260,000;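 active means percent inhibition above 40 after rounding to a whole number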;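 further: rat C6 glioma host cells with rolipram phosphodiesterase inhibitor present; the protocol text gives 20 µM as final concentration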
# Target sequence (P43116 whole entry, looked up): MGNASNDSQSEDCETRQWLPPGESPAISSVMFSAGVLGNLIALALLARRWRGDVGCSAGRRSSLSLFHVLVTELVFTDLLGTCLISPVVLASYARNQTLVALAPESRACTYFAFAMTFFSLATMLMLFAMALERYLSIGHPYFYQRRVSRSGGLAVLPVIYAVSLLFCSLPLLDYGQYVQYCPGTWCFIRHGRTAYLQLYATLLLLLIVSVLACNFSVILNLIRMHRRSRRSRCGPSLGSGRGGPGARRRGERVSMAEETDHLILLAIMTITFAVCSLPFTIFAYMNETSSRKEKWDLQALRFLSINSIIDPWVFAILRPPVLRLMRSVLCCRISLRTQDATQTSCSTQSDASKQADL
# Ba/F3 V617F tox – lowers viability of Ba/F3 cells expressing EpoR and JAK2V617F; ATP luminescence; inhibition, % at 5.6 µM; hit rate 1.1% among 220,000;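 active means inhibition above the campaign mean plus 3 SD over all tested compounds, cut at about 24% in these data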;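 further: cytokine-independent growth of Ba/F3 cells driven by EpoR plus mutant JAK2; 0% = DMSO-treated cells and 100% = JAK inhibitor I control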
# BaF3 tox – counter-screen for JAK2V617F inhibitors: parental Ba/F3 viability inhibitors | hit rate 1.1% among 220,000 | CellTiter-Glo ATP luminescence | inhibition, % at 5.6 µM | AID 1486;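 active means inhibition above a per-campaign cutoff, the mean inhibition of all tested compounds plus 3 SD, cut at about 27% in these data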;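 further: 0% = DMSO wells and 100% = JAK Inhibitor I control wells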
# PPC-1+TRAIL kill – PPC-1 cancer cell killing with TRAIL present; AID 1443; PPC-1 cells + TRAIL, ATPLite viability luminescence; hit rate 0.41% among 220,000; cell killing (% activity), % at 4 µM;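 active means cell killing above 50% in the first pass at 4 µM, then a duplicate retest at 5 µM averaging 50% or more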;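 further: plate controls were cells with TRAIL plus DMSO for no effect and medium-only wells lacking cells for full effect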
# NCF1 inh – blocks human p47phox regulatory protein of NADPH oxidases. inhibition, % at 24.7 µM. hit rate 0.53% among 220,000. AID 1274. p47phox/p22phox peptide binding, fluorescence polarization, 2 h;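 active means inhibition above about 30%, limit read from the data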;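 further: 0% = p47phox with labelled peptide and 100% = labelled peptide alone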
# Target sequence (P14598 whole entry, looked up): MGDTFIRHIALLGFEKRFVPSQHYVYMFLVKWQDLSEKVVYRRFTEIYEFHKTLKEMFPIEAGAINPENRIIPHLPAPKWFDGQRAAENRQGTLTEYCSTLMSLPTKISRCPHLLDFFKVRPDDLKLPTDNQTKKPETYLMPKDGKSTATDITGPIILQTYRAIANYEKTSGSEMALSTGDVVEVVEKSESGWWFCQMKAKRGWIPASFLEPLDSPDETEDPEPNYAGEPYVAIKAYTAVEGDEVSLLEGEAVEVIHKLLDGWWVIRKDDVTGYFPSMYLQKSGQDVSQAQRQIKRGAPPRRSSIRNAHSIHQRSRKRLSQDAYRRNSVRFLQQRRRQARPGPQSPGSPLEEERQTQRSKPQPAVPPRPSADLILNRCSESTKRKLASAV
# Furin inhibitor – inhibitors of human furin; purified furin, fluorogenic substrate cleavage; inhibition, % at 30 µM; P09958; hit rate 0.061% among 220,000; in the data active means inhibition above about 25%; further: inactives centre near -15
# RBBP9 inhibitor – blocks human serine hydrolase RBBP9 | O75884 | recombinant RBBP9, FP-Rh probe fluorescence polarization | inhibition, % at 7.94 µM | hit rate 0.2% among 220,000;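 active means inhibition above the campaign mean of all tested compounds plus 3 SD, cut at about 14% in these data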;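 further: plate controls were DMSO wells with RBBP9 for no effect and wells lacking RBBP9 protein for full effect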
# Target sequence (O75884 whole entry, looked up): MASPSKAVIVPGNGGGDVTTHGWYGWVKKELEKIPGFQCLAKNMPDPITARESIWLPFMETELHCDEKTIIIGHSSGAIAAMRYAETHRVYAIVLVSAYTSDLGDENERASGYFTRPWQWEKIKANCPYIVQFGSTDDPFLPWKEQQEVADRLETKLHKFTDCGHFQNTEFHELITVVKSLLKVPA
#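 Assay system: recombinant human RBBP9; Reagent: Serine-hydrolase probe FP-Rh, 375 nM pre-mixing; Doses: 7.94 µM single dose, 0.794% DMSO; Incubation: 30 min then 45 min, 25 °C; Detection: fluorescence polarization (mP), excitation 525 nm, emission 598 nm; Evaluation: percent inhibition from mP, scaled between DMSO and no-protein wells.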
# An asterisk follows results filed as active; . = no result given; & = joins results of further samples; [ ] = another dose, or the depositor's remark. A portion of the library; the hit share may differ from the screen's.
molecule	TbHK1 inh	p97 ATPase inh	PGE2 EP2 inh	Ba/F3 V617F tox	BaF3 tox	PPC-1+TRAIL kill	NCF1 inh	Furin inhibitor	RBBP9 inhibitor
CC1(C)CC2CC(C)(CN2Cc2c(O)ccc3ccccc23)C1 (stereo unspecified)	0.7	5.1	1.7	-1.8	0.7	13.3	-5.4	-19.8	1.5
CC(=O)Oc1ccc(N2C(=O)[C@@H]3[C@H](C2=O)[C@H]2c4ccccc4C=NN2[C@@H]3C(C)=O)cc1	0.2	1.0	8.1	-0.1	2.0	0.5	-8.5	-15.5	-7.6
Cc1cc(-n2cc(Br)c(=O)[nH]c2=O)nc(-c2ccccc2)n1	-5.9	3.4	1.5	-1.9	-11.5	14.7	-10.8	-24.9	-1.2
N/C(=N\OC(=O)c1ccc(Br)cc1)c1ccccc1	-2.0	-0.9	7.8	-1.4	6.0	1.6	-20.0	-26.5[20 µM]	-11.6
O=C1/C(=C/c2cccnc2)SC(=NCc2ccccc2)N1Cc1ccccc1	5.6	-4.6	1.4	3.3	6.9	-18.4	-15.5	-3.4	-6.4
CCOC(=O)CCCc1c[nH]c2ccccc12	1.7	-9.3	3.5	4.4	3.9	-0.7	-7.0	-3.6[20 µM]	-5.7
CCn1c(CNc2ccc(F)cc2)nnc1SCC(=O)Nc1ccc(OC)cc1OC	2.7	1.8	9.3	-1.4	0.9	-6.7	0.7	-16.6	-4.1
COC(=O)CN(c1ccccc1)S(=O)(=O)c1cc(Br)ccc1OC	1.6	-5.4	4.5	3.9	3.9	10.7	3.1	0.1	-0.5
COc1ccc(CCN2C(=S)N(C)C(=O)C2CC(=O)Nc2ccc(OC)cc2)cc1 (stereo unspecified)	0.1	-1.3	7.8	-0.9	0.6	8.3	-6.3	-8.3	-8.7
Cc1ccc(NC2=CC(=O)CC(C)(C)C2)c(N)c1	-7.3	1.4	11.0	3.0	6.6	15.7	-7.2	-4.1	-7.4

# The list goes on; the last two above are carried over.
molecule	TbHK1 inh	p97 ATPase inh	PGE2 EP2 inh	Ba/F3 V617F tox	BaF3 tox	PPC-1+TRAIL kill	NCF1 inh	Furin inhibitor	RBBP9 inhibitor
COc1ccc(CCN2C(=S)N(C)C(=O)C2CC(=O)Nc2ccc(OC)cc2)cc1 (stereo unspecified)	0.1	-1.3	7.8	-0.9	0.6	8.3	-6.3	-8.3	-8.7
Cc1ccc(NC2=CC(=O)CC(C)(C)C2)c(N)c1	-7.3	1.4	11.0	3.0	6.6	15.7	-7.2	-4.1	-7.4
Cc1ccc(OCCOCCOc2cccc3cccnc23)c(Br)c1	-4.7	-3.3	21.9	-5.2	2.5	15.1	-9.3	-16.5	-6.1
CC(C)(C)NC(=O)c1cccc2c1OC(C)(C)C2	2.6	-0.5	4.8	-1.1	2.0	37.6	-16.7	-17.3	5.8
N/C(=N/OC(=O)c1ccccc1F)c1nonc1N	-4.0	0.3	11.2	-0.3	8.3	15.8	-4.8	-28.8	-4.7
O=C(COC(=O)c1c(Cl)cccc1Cl)Nc1cc(Cl)ccc1Oc1ccccc1	8.4	2.4	7.6	-1.0	4.7	11.3	-5.0	-11.1	-6.4
COc1ccccc1N1CCN(C(=O)c2ccccc2NC(=O)C2CCCCC2C(=O)O)CC1 (stereo unspecified)	-1.5	6.2	0.6	-1.8	4.3	26.7	-7.5	-24.9	-4.6
O=C(N/N=C/c1ccccn1)c1ccc(N/N=C/c2ccccn2)cc1	-25.2	7.1	15.9	-1.1	10.3	44.4	-18.8	-7.8	-1.6
O=C(NC(=S)Nc1ccc2cn[nH]c2c1)c1ccccc1	11.9	3.4	6.1	1.6	7.2	7.1	-10.0	-27.0	-3.0
Cc1ccc(SCc2cc(-c3ccc(Cl)cc3)no2)cc1	5.7	3.0	.	-6.3	1.3	14.5	-1.2	-15.1[20 µM]	-0.1
O=C(OCn1ncc(Br)c(Br)c1=O)c1ccc(F)cc1	1.4	4.5	33.0	84.7*	92.8*	29.1	-5.8	-15.4[20 µM]	0.3
Cc1cc2c(cc1C)-c1nnnn1C(C)(C)C2	-1.6	12.1	9.0	-2.0	1.9	26.3	-6.6	-13.4[20 µM]	-9.9
CC(=O)N(Cc1ccco1)c1nc(C(=O)Nc2ccc(Cl)cc2)c(C)s1	-2.9	0.2	8.9&17.5	-1.4	2.5	4.3	-44.0	-19.9	-12.2
c1ccc2c(N3CCCCC3)nc(N3CCCCC3)nc2c1	1.5	4.4	.	-4.6	1.4	17.0	-10.0	-15.9	-3.7
Cc1c(C(=O)NCc2cccnc2)oc2ccc(S(=O)(=O)N3CC(C)CC(C)C3)cc12 (stereo unspecified)	-1.9	-4.0	.	0.6	2.8	12.9	-15.6	-22.9	-5.8
O=C(CSc1nnc(-c2ccccc2)c(-c2ccccc2)n1)N1CCOCC1	-13.4	-10.1	12.3	3.4	7.3	-4.5	-3.9	-12.2[20 µM]	-4.9
CCN=C1S/C(=C\c2cn(CC(=O)NCCOC)c3ccccc23)C(=O)N1CC	-18.5	3.7	9.8	-3.2	3.9	-0.2	-19.9	-6.6	-4.9
Cn1c(-c2sccc2OCc2cccc(C(F)(F)F)c2)n[nH]c1=S	-1.1	1.0	5.9	-0.1	5.8	10.1	1.7	-26.5	-1.3
COC(=O)CC1=NN(c2ccc(OC)cc2)C(=O)C1	2.9	-4.2	6.8&2.3	5.0	1.2	0.6	-3.7	-1.5	-9.8
Cc1nc2ccccn2c1C(=O)C(=O)Nc1cc(F)ccc1F	-14.4	5.2	12.8	0.1	5.6	8.4	5.9	-14.5	-3.4
S=C(NCCc1ccccc1)N1CCc2ccccc2C1	10.3	4.0	5.9	-0.3	1.8	9.3	1.3	-4.6	-2.2
Cc1cccc(OCC(=O)N/N=C/c2cn[nH]c2-c2ccc(Cl)c(Cl)c2)c1	6.0	4.9	.	-0.2	-1.2	7.5	-1.6	-3.4[20 µM]	-15.2
COc1ccc(C(=O)NC2=C(C#N)CCC2)cc1OC	-9.9	-2.6	10.4	-0.6	3.3	4.5	-9.7	-12.0[20 µM]	-1.4
O=C(Cn1nc(Cc2ccncc2)c2ccccc2c1=O)N1CCN(C(=O)c2ccco2)CC1	-6.7	-0.2	3.3	3.6	2.9	11.6	-10.0	-16.7	-2.0
CCN(C(=O)Cn1c(=O)n2nc(CCn3nc(C)cc3C)nc2c2ccccc21)c1cccc(C)c1	-13.7	-3.4	2.7	-0.1	-2.2	4.1	-6.5	-29.5	-5.1
CCOc1ccc(C(=O)CC(=O)C(=O)NCCc2ccc(OC)c(OC)c2)cc1	2.9	-3.5	4.7	-1.1	3.1	17.8	-5.1	12.6	-5.6
Cn1c(=NC(=O)COc2ccccc2)sc2cc(F)cc(F)c21	-9.0	2.6	6.5	-2.2	1.6	4.5	1.8	-11.8	-7.2
C/C(=C1/C(=O)N(c2ccc([N+](=O)[O-])cc2)N=C1c1ccccc1)N(C)C	-28.0	3.6	5.2	0.3	6.5	-9.7	17.8	-4.2[20 µM]	-2.9
CC(C)(C)NC(=O)NC(=O)CSc1nnc2ccccn12	5.8	2.8	10.2	-0.4	6.8	18.2	-13.9	-18.3[20 µM]	-6.0
O=C(c1ccc(F)cc1)N1CCCC(c2nc(-c3cccs3)no2)C1 (stereo unspecified)	-0.9	-0.8	6.3	-0.1	2.7	11.6	2.8	-18.6	-4.5
CCOC(=O)C1CCCN(C(=O)Cc2ccc(Cl)cc2)C1 (stereo unspecified)	-4.0	-6.8	9.3	7.4	11.6	1.1	-2.5	-5.9[20 µM]	-2.3
C/C(=N\NS(=O)(=O)c1ccc(C)cc1)c1cccs1	-18.7	-9.2	6.9	-0.6	5.3	-13.4	-5.5	0.7[20 µM]	-7.1
O=C1Nc2ccc([N+](=O)[O-])cc2OC1CCN1CCN(c2ccccc2)CC1 (stereo unspecified)	-17.0	1.3	4.4	2.7	11.7	-2.4	5.2	-10.8	-4.8
COc1cc(CN2CC(C)CC(C)C2)cc([N+](=O)[O-])c1O (stereo unspecified)	5.8	7.1	6.4	-2.4	8.9	-2.7	-10.1	-28.5	2.0
CCCC(C)NC(C)C(=O)NC1CCCC1 (stereo unspecified)	-3.7	0.0	4.8	2.7	7.7	-10.5	-36.3	-14.9	-7.8
C=CCn1c(O)c(C2=c3ccccc3=NC2=O)sc1=Nc1ccc(O)cc1	0.2	.	8.2	.	.	9.0	-8.0	-27.4	.
CCn1nc(CC(=O)Nc2ccc(-n3cnnn3)c(C)c2)c2ccccc2c1=O	-0.2	4.3	17.3	-0.2	-0.4	-10.2	-9.6	-19.2	-0.2
CC(=O)Oc1ccc2oc(/C=C/N(C)C)c([N+](=O)[O-])c2c1	-33.6	0.0	15.2	-1.9	-0.3	-14.9	-25.7	-6.9[20 µM]	3.3
CCCCNC(=O)Cc1c(OC)ccc2cc(Br)ccc12	1.1	0.7	14.8	-0.7	5.7	3.0	-8.5	-12.4	-7.5
N#Cc1cnn2c1nc(N1CCOCC1)c1ccccc12	-24.0	-4.8	7.2	0.7	3.7	6.1	-8.3	-1.3	-9.3
Cc1cccc(C(=O)Nc2ccc(C(=O)/C=C/c3cccnc3)cc2)c1	-1.2	4.6	22.3	0.7	2.5	8.3	-2.6	-4.5	-5.7
O=C(Nc1nc(-c2cccs2)cs1)c1ccc(Cl)cc1	-4.7	6.8	3.6	-2.2	4.4	11.7	-25.7	-21.9[20 µM]	-6.9
O=C(NCc1ccco1)c1ccccc1F	0.6	0.3	7.1	3.5	7.5	12.7	-20.9	-7.9[20 µM]	1.4
CC(/C=C1\SC(=S)N(NS(=O)(=O)c2ccccc2)C1=O)=C\c1ccccc1	0.0	-8.1	13.7	-2.6	-0.9	-1.7	-5.4	-9.5	-2.8
COC(=O)C1=CN(C(C)C)C=C(C(=O)OC)C1c1cc(Br)c(OC)c(OC)c1	-1.8	-4.4	2.2	-2.9	4.4	4.0	-10.4	-46.6[20 µM]	-6.0
O=C(CCC(=O)N/N=C/c1c[nH]c2ccccc12)NCc1ccccc1	-2.6	10.5	7.4	-1.4	4.7	24.4	-9.1	-11.4	-8.3
NNC(=O)[C@@H]1C[C@@H]1c1ccccc1	-5.5	-0.8	7.2	-0.1	-1.0	-7.7	-5.2	-21.0	-3.1
Cc1cc(OCCN2CCCC2)ccc1C(C)C	5.9	2.2	10.5	-3.2	1.7	19.5	0.0	-16.6[20 µM]	-3.4
COC(=O)c1c(C)[nH]c(C(=O)C(C)OC(=O)C2=NNC(=O)CC2)c1C (stereo unspecified)	-6.2	8.0	4.3	-2.9	-12.7	4.3	-6.1	-22.7	0.7
CC(NCC(O)COc1ccc(S(=O)(=O)N2CCOCC2)cc1)c1ccccc1 (stereo unspecified)	-4.4	0.2	2.9	4.4	10.1	2.4	-2.1	-24.0	-5.5
Oc1ccc(N=Nc2n[nH]c(-c3ccccc3)n2)cc1	-0.1	-6.0	9.8	4.8	6.1	13.6	-23.4	2.0	-3.7
FC(F)(F)c1cc(Cl)c2nnc(-c3cccnc3)n2c1	-2.7	1.8	1.0	-4.4	-1.4	-3.2	-5.6	-13.1	0.8
